VCAM1 TNFa inh – inhibitors of TNFa-induced VCAM1 expression, primary screen, imaging, HUVEC, TNFa stimulus, immunofluorescence; HUVEC TNFa-induced VCAM-1 immunofluorescence, high-content imaging; inhibition, % at 2 µM; 95,000 tested, 0.48% active; AID 802, 2007;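 active = inhibition above the batch mean plus 3 SD, with images confirmed as a hit by eye, cut at about 37% in these data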;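 also: 0% = TNF-stimulated DMSO wells and 100% = unstimulated control wells; not every result past the cut was called active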
LYP inh 2 – PTPN22 phosphatase inhibitors, primary screen, biochemical, DiFMUP fluorescence, 2 µM. Tyrosine-protein phosphatase non-receptor type 22 (Homo sapiens), Q9Y2R2. recombinant LYP catalytic domain. inhibition, % at 2 µM. 96,000 tested, 0.21% active. AID 640, 2007;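 active = inhibition at 2 µM at or above a set limit, the screen mean plus 3 SD, cut at about 24% in these data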;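 also: 0% = DMSO with enzyme and 100% = enzyme fully blocked by orthovanadate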
cytoskel mod – modifiers of F-actin cytoskeleton organization, primary screen, imaging, HUVEC, phalloidin staining, high-content imaging | HUVEC TNFa F-actin phalloidin imaging | AID 836, 2007 | 91,000 tested, 0.18% active | inhibition, % at 2 µM;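 active = inhibition above the batch mean plus 3 SD and confirmed as a hit by visual image inspection, cut at about 30% in these data, passing the limit was not always enough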; also: strong numbers were not always called active
ERa coact inh – ERα–SRC-1 coactivator interaction inhibitors, primary screen, biochemical, TR-FRET, ERα LBD, estradiol-bound. TR-FRET ER-alpha LBD / SRC-1 peptide. inhibition, % at 25.6 µM. 86,000 tested, 1.7% active; in the data active = inhibition above about 50%;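 also: 0% = receptor plus peptide control and 100% = peptide only without receptor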
IL1B cytotox – cytotoxicity in IL-1B stimulated HUVEC, primary screen, cytotoxicity control for IL-1B NFkB translocation project, imaging, Hoechst nuclear count, IL-1B stimulus | 94,000 tested, 0.41% active | HUVEC cell count loss | cell count reduction, % at 2 µM;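 active = cell count reduction more than 3 SD above the screen-wide mean, cut at about 70% in these data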;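 also: normalized per plate to untreated control cells as the no-loss baseline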
PTK2B oligo ant – antagonists of Pyk2 self-association, primary screen, Q293 cells, FERM NanoBiT luminescence, HTS. z-score (the deposit names both 25 µM and 10 µM). Protein-tyrosine kinase 2-beta (Homo sapiens), Q14289. hits give low values. 99,000 tested, 0.83% active;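 active = Z-score of -3 or lower, scaled per plate to the spread of control and sample wells; inactive = z-score above -3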;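 also: negative z-score means lost luminescence so less FERM oligomerization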
Target sequence (Q14289 whole entry, looked up): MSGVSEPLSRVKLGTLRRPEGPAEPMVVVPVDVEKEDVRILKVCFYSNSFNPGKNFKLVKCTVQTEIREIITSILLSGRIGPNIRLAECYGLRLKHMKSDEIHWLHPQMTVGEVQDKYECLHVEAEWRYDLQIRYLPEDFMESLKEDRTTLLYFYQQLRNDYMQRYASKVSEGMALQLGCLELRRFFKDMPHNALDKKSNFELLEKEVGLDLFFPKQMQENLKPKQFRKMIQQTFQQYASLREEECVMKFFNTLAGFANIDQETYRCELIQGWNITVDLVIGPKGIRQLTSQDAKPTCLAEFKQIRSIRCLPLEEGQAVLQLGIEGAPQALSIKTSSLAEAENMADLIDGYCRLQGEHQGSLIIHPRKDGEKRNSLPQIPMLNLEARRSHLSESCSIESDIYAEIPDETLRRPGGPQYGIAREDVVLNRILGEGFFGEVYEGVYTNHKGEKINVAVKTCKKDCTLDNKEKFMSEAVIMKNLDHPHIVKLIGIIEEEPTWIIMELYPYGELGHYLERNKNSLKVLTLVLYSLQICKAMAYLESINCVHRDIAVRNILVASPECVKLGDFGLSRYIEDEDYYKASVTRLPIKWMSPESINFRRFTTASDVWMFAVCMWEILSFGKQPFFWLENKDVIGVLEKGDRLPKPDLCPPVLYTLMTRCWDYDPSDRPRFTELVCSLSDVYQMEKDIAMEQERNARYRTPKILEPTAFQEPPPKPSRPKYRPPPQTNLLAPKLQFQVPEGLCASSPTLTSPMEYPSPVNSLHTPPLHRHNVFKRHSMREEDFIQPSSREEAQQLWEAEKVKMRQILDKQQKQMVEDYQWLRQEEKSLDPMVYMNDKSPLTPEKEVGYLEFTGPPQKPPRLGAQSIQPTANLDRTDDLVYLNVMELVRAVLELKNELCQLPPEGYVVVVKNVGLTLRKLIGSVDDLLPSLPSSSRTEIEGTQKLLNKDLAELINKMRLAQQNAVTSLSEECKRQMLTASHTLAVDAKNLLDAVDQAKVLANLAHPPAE
TNFa cytotox – cytotoxicity in TNFa-stimulated HUVEC, primary screen, cytotoxicity control for VCAM1 expression modulator project, imaging, Hoechst nuclei count | cell count reduction, % at 2 µM | AID 848, 2007 | 93,000 tested, 0.17% active | HUVEC TNFalpha-stimulated, Hoechst cell count;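 active = cell count reduction exceeding the screen mean by over 5 SD, scaled to untreated wells per plate, cut at about 78% in these data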;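 also: cells counted after 24 h of TNF alpha exposure following the 1 h pretreatment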
LYP act – LYP phosphatase activators, primary screen, biochemical, DiFMUP fluorescence, 2 µM; Tyrosine-protein phosphatase non-receptor type 22 (Homo sapiens), Q9Y2R2; recombinant LYP; 0 = plate median, 100 = signal doubled; activation, % at 2 µM; 96,000 tested, 0.11% active; AID 697, 2007;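 active = activation at 2 µM above a set limit, the mean plus 5 SD, cut at about 37% in these data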
FAK blocker – FAK kinase inhibitors, primary screen, biochemical. Focal adhesion kinase 1 (Homo sapiens), Q05397. biochemical FAK kinase activity assay. inhibition, %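 (tested at 7 µM)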. 97,000 tested, 0.84% active. AID 727, 2007; in the data active = inhibition above about 19%;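 also: 0% = DMSO and 100% = reference compound high control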
* hit, by the source's call; . = not tested or not shown; [ ] = another dose, or the depositor's remark.

The first 4 compounds, to show the layout:
Fields – VCAM1 TNFa inh, LYP inh 2, cytoskel mod, ERa coact inh, IL1B cytotox, PTK2B oligo ant, TNFa cytotox, LYP act, FAK blocker
1. CC1(C)N=C(c2ccc(Cl)cc2)C(=O)N1
    8, -1, 21, -9, 21, 0.56, -13, 0, 2
2. CC(OC(=O)CN(C)S(=O)(=O)c1ccc(Cl)cc1)C(=O)Nc1cccc(Cl)c1 (configuration not stated)
    0, 3, -5, ., 2, 0.54, -10, -4, 0
3. Cc1cccc(Cn2cc(SCC(=O)Nc3nccs3)c3ccccc32)c1
    -3, -1, 5, -2, -35, ., -12, -2, -14
4. O=C(Cn1nc(Cc2cccnc2)c2ccccc2c1=O)NCC1CCCO1 (configuration not stated)
    12, 2, 11, -3, -35, ., -24, -3, -1

This part in full, repeating the preview:
Fields – VCAM1 TNFa inh, LYP inh 2, cytoskel mod, ERa coact inh, IL1B cytotox, PTK2B oligo ant, TNFa cytotox, LYP act, FAK blocker
1. CC1(C)N=C(c2ccc(Cl)cc2)C(=O)N1
    8, -1, 21, -9, 21, 0.56, -13, 0, 2
2. CC(OC(=O)CN(C)S(=O)(=O)c1ccc(Cl)cc1)C(=O)Nc1cccc(Cl)c1 (configuration not stated)
    0, 3, -5, ., 2, 0.54, -10, -4, 0
3. Cc1cccc(Cn2cc(SCC(=O)Nc3nccs3)c3ccccc32)c1
    -3, -1, 5, -2, -35, ., -12, -2, -14
4. O=C(Cn1nc(Cc2cccnc2)c2ccccc2c1=O)NCC1CCCO1 (configuration not stated)
    12, 2, 11, -3, -35, ., -24, -3, -1
5. COC(=O)c1cc(Br)c(=O)n(-c2ccccn2)c1
    -6, -6, 23, 2, 1, -0.42, -25, 3, -4
6. COc1ccc(S(=O)(=O)NC(CC(=O)NC2CCCC2)c2ccco2)cc1 (configuration not stated)
    -2, -2, 13, -4[fluorescence artefact?], -23, 1.4, 11, 0, 6
7. CCOC(=O)N1CCC(NC(=O)c2ccc(OC)c(CN3CC(=O)N4CCCC4C3=O)c2)CC1 (configuration not stated)
    22, -9, 1, -4, 7, -0.08, 2, 10, 0
8. C=CCc1ccc(OCCn2cccc2C=O)c(OC)c1
    1, 3, 11, ., -4, -0.91, -28, 2, 0
9. COc1ccc(Cn2nnnc2C(c2cc3cc(C)ccc3[nH]c2=O)N2CCOCC2)cc1 (configuration not stated)
    6, -1, -26, 21, -6, 1.2, 0, 1, 2
10. O=C(CSc1nnc(-c2ccc(OC(F)F)cc2)o1)NC(=O)NCc1ccco1
    40, 8, -23, 67*, 32, 0.87, 3, -10, 11
11. CCCCc1cc(=O)oc2c(CN3CCCC3)c(O)c(Cl)cc12
    -2, -11, -14, -6, 3, -0.42, -19, 12, 4
12. Cc1nc(N2CCOCC2)nc2c1CCCC2
    -6, -13, -1, -5, 10, 0.08, -18, 14, -1
13. Cc1ccc(-c2cc(C(=O)NCC3CCCO3)no2)cc1 (configuration not stated)
    0, 9, -10, -7, -12, 0.1, 4, -10, -3
14. Cc1ccc2c(c1)N(Cc1ccccn1)C(=O)C(C)O2 (configuration not stated)
    -4, -4, 10, ., -18, -1.1, -5, 1, -1
15. O=C(CSc1nc2ccccc2[nH]1)NCc1ccco1
    14, -2, -6, -8, 21, 0.39, -32, 4, -2

Some of these compounds in order of molecular weight, rising:
Fields – VCAM1 TNFa inh, LYP inh 2, cytoskel mod, ERa coact inh, IL1B cytotox, PTK2B oligo ant, TNFa cytotox, LYP act, FAK blocker
1. CC1(C)N=C(c2ccc(Cl)cc2)C(=O)N1
    8, -1, 21, -9, 21, 0.56, -13, 0, 2
15. O=C(CSc1nc2ccccc2[nH]1)NCc1ccco1
    14, -2, -6, -8, 21, 0.39, -32, 4, -2
9. COc1ccc(Cn2nnnc2C(c2cc3cc(C)ccc3[nH]c2=O)N2CCOCC2)cc1 (configuration not stated)
    6, -1, -26, 21, -6, 1.2, 0, 1, 2

Results in VCAM1 TNFa inh, ERa coact inh and LYP inh 2, for some of the entries so far:
cpd	compound	VCAM1 TNFa inh	ERa coact inh	LYP inh 2
6	COc1ccc(S(=O)(=O)NC(CC(=O)NC2CCCC2)c2ccco2)cc1 (configuration not stated)	-2	-4[fluorescence artefact?]	-2
5	COC(=O)c1cc(Br)c(=O)n(-c2ccccn2)c1	-6	2	-6
4	O=C(Cn1nc(Cc2cccnc2)c2ccccc2c1=O)NCC1CCCO1 (configuration not stated)	12	-3	2

(more compounds)
Fields – VCAM1 TNFa inh, LYP inh 2, cytoskel mod, ERa coact inh, IL1B cytotox, PTK2B oligo ant, TNFa cytotox, LYP act, FAK blocker
16. CCc1nnc(NC(=O)C2COc3ccccc3O2)s1 (configuration not stated)
    30, 7, -14, -7, 13, 0.14, -14, -9, -3
17. Cc1ccc(NC(=S)NCc2cccs2)cc1
    10, 6, 3, -6, -2, -0.01, -22, -4, 3
18. CC(C)CNC(=O)c1cccc(NC(=O)c2ccco2)c1
    4, 2, -13, 2, -26, 0.34, -19, -2, -1
19. Cc1cc(C)c(C(N)=O)c(Nc2cccc(Cl)c2)n1
    12, -8, -32, -16, -34, -0.26, 7, 10, 2
20. N#CC1=C(N)N(c2ccc(Oc3ccccc3)cc2)C(=O)C1
    -18, -3, 2, 0, -26, 0.1, 9, -1, -2
21. O=S(=O)(O)c1nc2ccccc2n1Cc1ccccc1
    13, 2, -6, 0, -24, ., -19, 0, -8
22. CCCCOc1ccc2c(C)cc(=O)oc2c1OCCCC
    23, -8, -2, 3, -8, -0.59, -13, 8, 5
23. Nc1nonc1C(=O)NCCNCc1ccccc1
    3, -9, 3, ., -23, 0.22, -23, 7, -1
24. O=C(Nc1ccc(O)cc1C(=O)O)c1ccc2c(c1)C(=O)N(Cc1ccco1)C2=O
    -14, 12, 4, 49, -31, -1.7, -21, -16, -2
25. Cc1oc(C)c(C(=O)O)c1COc1ccc(C(=O)O)cc1
    19, 1, -8, -10, -22, 1.1, -2, -3, -2
26. CCCCCC(=O)Nc1c(-c2ccc(OC)cc2)c(=O)c2ccccc2n1C
    9, -1, -22, -8, -8, -0.19, -9, 1, -1
27. O=C(c1ccco1)N1c2ccccc2Sc2ccccc21
    0, 14, -4, ., -7, -1.4, 4, -12, 7
28. O=[N+]([O-])c1cc(S(=O)(=O)Nc2ccccc2)ccc1-n1nnc2ccccc21
    13, 11, -16, 1, -17, -0.67, 18, -8, 19
29. O=c1[nH]n(-c2ccc(F)cc2)c2ncccc12
    -5, -12, -13, ., -2, -0.2, 14, 15, 1
30. COc1cc(C=O)c(Br)cc1OCc1ccc(C)cc1
    -50, 4, -1, ., 18, -0.29, ., 0, 9
31. O=C(NCCCn1ccnc1)C(F)(F)C(F)(F)C(=O)NCCCn1ccnc1
    15, 8, -25, 2, 19, 1.7, 11, -5, 5
32. Cc1ccc(C(=O)COC(=O)C2CC(=O)N(c3nc(-c4ccccc4)cs3)C2)cc1C (configuration not stated)
    -28, -4, 10, ., 4, 1.5, -31, 0, 4
33. CCOc1ccccc1NC(=O)Cn1c(C)cc(COC)c(C#N)c1=O
    16, -15, 2, 2, -9, 0.06, -15, 13, -3
34. CC1=NC(C(F)(F)F)(C(F)(F)F)C(C#N)=C(C)N1
    ., -2, ., -8, -12, 0.49, ., 6, 1
35. O=S(=O)(NCCC1=CCCCC1)c1cccc(S(=O)(=O)N2CCOCC2)c1
    -2, -2, 17, -5, 43, -0.05, -2, -1, -1
36. CCOC(=O)c1cnc2cc(C)nn2c1-c1ccccc1
    10, -7, 8, -7, 9, 0.51, 12, 7, 7
37. CCOC(=O)c1nn(-c2c(C)n(C)n(-c3ccccc3)c2=O)cc1O
    -8, -1, -8, -9, 14, -0.22, 6, -2, -1
38. Cc1cc(C)c(-n2c(C)cc(/C=C3/NC(=O)NC3=O)c2C)c(C)c1
    1, -3, -23, 3[fluorescence artefact?], -10, ., 3, 3, 10
39. O=S(=O)(Nc1ccc(-c2nc3cccnc3s2)cc1)c1ccc(Cl)s1
    -7, -23, -6, 77*[fluorescence artefact?], 13, ., -12, 19, -79
40. OC(CN1CCOCC1)Cn1c(-c2cccc(Cl)c2)nc2ccccc21 (configuration not stated)
    8, 0, -8, 1, 13, 0.28, -11, -3, -2
41. CCOc1ccccc1N1CCN(S(=O)(=O)c2cccc3nsnc23)CC1
    12, 6, 16, -21, -26, -1.3, -14, -4, 0
42. O=S(=O)(NCC(c1cccnc1)N1CCN(Cc2ccccc2)CC1)c1ccccc1 (configuration not stated)
    1, -8, 0, -12, 16, ., 9, 5, 4
43. Cn1c(SCC(=O)NC(C)(C)C)nnc1-c1cnccn1
    0, 13, 6, 0, -2, 0.5, -22, -11, -8
44. Cc1ccc(C(=O)N/N=C/c2sc(=O)n(Cc3cccc(C(=O)O)c3)c2Cl)cc1
    6, 9, -4, 1, -5, -0.51, -4, -6, -3
45. Cc1cnc(NC(=O)C2COc3ccccc3O2)s1 (configuration not stated)
    -11, 15, -33, 16, -1, -1.1, 18, -13, 7
46. Cc1ccc(C)c(N2CCN(C(=O)CC3Sc4ccccc4NC3=O)CC2)c1 (configuration not stated)
    -3, -10, 7, -8, 79*, ., -18, 9, 0
47. O[C@@H]1C2CCCC1[C@]1(O)CCCCC1C2 (some centres not stated)
    -22, 5, -6, ., -41, -0.05, -3, -6, -4
48. N#CC1C(C#N)N2CCCN2C1c1ccc(Cl)cc1 (configuration not stated)
    15, -6, -9, -5, -4, 0.05, 0, 6, -2
49. COC(CNC(=O)CCc1c(C)nc2c(-c3ccc(F)cc3)c(C)nn2c1C)OC
    10, 1, 11, 0, -10, 0.71, -7, 2, -3
50. COn1c(=O)c(-c2cccs2)[n+]([O-])c2ccccc21
    10, -7, -10, -6, 7, -0.65, -6, 7, -1
51. COC(=O)c1[nH]c2ccc(Br)cc2c1NC(=O)CN1CCCc2ccccc21
    8, -3, 19, 16, 11, -0.21, -30, -1, 6
52. COc1cc(OC)nc(NC2OC(=O)c3ccccc32)n1 (configuration not stated)
    1, 7, 16, 6, -127, 0.59, -8, -8, 0
53. Cc1cc(C(=O)N2CCN(c3ncccn3)CC2)sc1-c1ccccc1
    17, 4, 11, 27[fluorescence artefact?], -8, -1.1, -21, -6, -5
54. CC(NC(=O)c1cc2sccc2n1C)c1ccc2c(c1)OCCO2 (configuration not stated)
    22, 9, -3, ., 26, -2.1, -8, -8, 9
55. CCOc1ccc(N(CC)S(=O)(=O)c2ccc3c(c2)n(C)c(=O)c(=O)n3C)cc1
    -12, -3, 3, 10[fluorescence artefact?], -11, ., 5, 3, 6
56. Fc1ccc(OCCOCCNCC2CCCO2)cc1 (configuration not stated)
    -5, -17, 17, ., -34, -0.61, -18, 12, 1
57. O=C(N/N=C/C=C\c1ccco1)c1cccnc1
    24, 2, 7, -1[fluorescence artefact?], -12, -0.01, -10, 0, -5
58. CC1=C(C#N)C(NC(=O)C2CC2)(C(F)(F)F)C(=O)N1 (configuration not stated)
    1, 2, -5, 1, 11, 0.85, -5, -5, 0

Compound activity deposited in PubChem BioAssay by several laboratories.
